Screens (PubChem BioAssay)
NADH enzymes: blocks coupling enzymes of NAD/NADH assays. IC50, µM (doses to about 10 µM), for the others: at the highest dose inhibition. coupled PK/LDH NADH assays, four targets. 65,000 tested, 0.02% active;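 active = single-dose screening hits from any of four coupled enzyme assays that gave an IC50 when retested across doses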;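 note: the DPM-DC format reads NADH fluorescence rather than 340 nm absorbance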
M1 agonist: activates the M1 muscarinic receptor; B-score at 10 µM; CHO-M1 cells, Fluo-4 calcium fluorescence, agonist mode; stronger effect = higher value; 64,000 tested, 3% active;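 active = fluorescence rise, raw or as B-score row- and column-corrected plate score, outside the 99.7% band of its plate's samples, either direction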
SF1 activator: activates the human nuclear receptor SF-1. CHO-K1 Gal4-SF-1 LBD luciferase reporter; % increase over DMSO SF-1-specific signal. 65,000 tested, 1.9% active. activation, % at 10 µM. AID 522. Q13285;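 active = activation above the mean activation of all tested compounds plus 3 SD, cut at about 50% in these data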
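Assay system: CHO-K1 cells co-transfected with Gal4 DBD–human SF-1 LBD, 5xGal4 luciferase reporter / Input: 4,000 cells per well / Incubation: 20 h compound exposure at 37 °C after 1 h cell settling / Detection: SteadyLite luciferase luminescence / Control set: DMSO negative control and −SF1 background wells / Replication: one test per compound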
Fluor 339 460: intrinsic fluorescence of library compounds, ex339/em460 – biochemical, MLSMR library, data from DPM-DC assay, artefact control, profiling panel; AID 709; compound autofluorescence, ex339/em460 nm, NADH buffer; stronger effect = higher value; 1 = no-compound wells, NADH background; 65,000 tested, 5.5% active; fluorescence fold increase at 10 µM;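 active = at 10 µM, mean starting fluorescence two-fold or more over control wells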;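 note: signal is the first read of a kinetic run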
tolC growth inh: blocks growth of E. coli BW25113 tolC mutant; OD615; growth inhibition, % at 10 µM (by protocol); 65,000 tested, 2.2% active; AID 573;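 active = growth inhibition at or above a cutoff equal to the mean over every tested compound plus 3 SD, cut at about 60% in these data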;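 note: growth measured after 20 h incubation at 37 °C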
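Assay system: tolC-deleted E. coli BW25113. Medium: kanamycin-containing LB broth (50 µg/mL). Dosing: 10 µM final, single dose. Timing: bacterial growth with compound for 20 h at 37 °C. Detection: A615 absorbance measurement. Read-out basis: growth inhibition in percent.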
E coli RNAP: inhibitors of Escherichia coli RNA polymerase; 62,000 tested, 0.2% active; E. coli RNA polymerase, fluorescence transcription assay; inhibition, %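 (tested at 10 µM)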; in the data active = inhibition above about 20%;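 note: 0% = enzyme without compound and 100% = no enzyme blank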
RORA act: activates the human nuclear receptor RORA | CHO-K1 Gal4-RORA LBD luciferase reporter, luminescence; percent increase over mock-subtracted basal signal | 65,000 tested, 1.5% active | activation, % at 10 µM;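 active = activation above the mean of all tested compounds plus 3 SD, cut at about 49% in these data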;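 note: 0% = DMSO-treated RORA cells and 100% = added signal equal to DMSO minus mock-transfected cells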
Target sequence (P35398 whole entry, looked up, the tested form may be a part): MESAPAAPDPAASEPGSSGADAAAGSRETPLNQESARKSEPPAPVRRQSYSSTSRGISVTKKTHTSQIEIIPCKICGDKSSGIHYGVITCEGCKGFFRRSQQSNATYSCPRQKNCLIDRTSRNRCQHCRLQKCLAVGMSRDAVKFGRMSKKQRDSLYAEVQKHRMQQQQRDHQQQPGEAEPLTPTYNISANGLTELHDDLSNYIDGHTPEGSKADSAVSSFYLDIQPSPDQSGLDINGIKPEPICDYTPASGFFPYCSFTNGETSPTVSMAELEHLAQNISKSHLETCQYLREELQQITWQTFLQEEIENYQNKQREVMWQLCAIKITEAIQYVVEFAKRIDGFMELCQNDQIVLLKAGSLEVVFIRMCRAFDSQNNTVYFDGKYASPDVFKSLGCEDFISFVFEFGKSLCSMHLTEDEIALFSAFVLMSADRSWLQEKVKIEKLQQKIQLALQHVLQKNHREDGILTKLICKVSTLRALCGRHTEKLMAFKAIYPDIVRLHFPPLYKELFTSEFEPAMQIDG
TNAP act mid DEA: human TNAP activation, intermediate phosphate acceptor; P05186; purified TNAP, CDP-star luminescence, 100 mM DEA, 30 min; stronger effect = higher value; scale: 0 levamisole-inhibited, 1 vehicle-only enzyme; activation factor at 20 µM; 64,000 tested, under 10 active;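 active = activation factor of at least 2 at 20 µM, relative to controls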
Target sequence (P05186 whole entry, looked up): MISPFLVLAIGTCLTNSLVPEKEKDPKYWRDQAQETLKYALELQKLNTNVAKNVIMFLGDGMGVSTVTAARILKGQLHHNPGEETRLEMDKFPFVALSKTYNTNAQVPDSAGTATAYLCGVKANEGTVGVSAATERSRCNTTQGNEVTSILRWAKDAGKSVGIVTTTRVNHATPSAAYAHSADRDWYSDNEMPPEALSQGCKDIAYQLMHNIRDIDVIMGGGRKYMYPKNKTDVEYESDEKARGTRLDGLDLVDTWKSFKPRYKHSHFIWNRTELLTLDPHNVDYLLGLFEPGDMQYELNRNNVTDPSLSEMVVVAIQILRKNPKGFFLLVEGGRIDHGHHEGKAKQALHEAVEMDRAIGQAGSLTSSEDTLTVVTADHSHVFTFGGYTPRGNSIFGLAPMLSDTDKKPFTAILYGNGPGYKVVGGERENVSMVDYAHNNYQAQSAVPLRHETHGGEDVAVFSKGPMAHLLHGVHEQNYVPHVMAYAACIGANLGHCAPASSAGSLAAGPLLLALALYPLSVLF
M1 antagonist: blocks the rat M1 muscarinic receptor response to acetylcholine; CHO-M1 cells, Fluo-4 calcium, ACh EC80 antagonist mode; stronger effect = lower value; B-score at 10 µM; 64,000 tested, 3.4% active; AID 628;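 active = calcium fluorescence response, raw or row-and-column corrected B-score, differing from the plate sample mean either way at a set confidence level, mostly lower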
An asterisk follows results filed as active; / = no result given; [ ] = another dose, or the depositor's remark.

SMILES	NADH enzymes	M1 agonist	SF1 activator	Fluor 339 460	tolC growth inh	E coli RNAP	RORA act	TNAP act mid DEA	M1 antagonist
COc1ccccc1NC(=O)CSc1nnnn1-c1ccc2c(c1)OCO2	3%	0.16	-31	1.1	25	4	-21	0.8	-0.41
Cc1ccc(OC(=O)CCC(=O)N2CCc3ccccc32)cc1	9%	-0.6	5	1.1	-7	0	-2	0.9	0.18
CCC(CO)N=CC1=C(O)CC(C)(C)CC1=O (stereo not drawn)	4%	-0.75	-23	1.1	12	-11	9	0.9	-0.18
N#Cc1cc2sc3nc4ccccc4n3c2cc1C#N	4%	1	-6	1.1	-6	11	-15	0.9	-1.7
Cc1ccc(C(=O)NCc2ccc3c(c2)OCO3)cc1N1CCCC1=O	2%	0.58	-22	1.1	-7	-12	6	0.9	0.24
CCS(=O)(=O)N1CCCC(C(=O)NCc2cccnc2)C1 (stereo not drawn)	3%	-0.63	5	1.1	-16	-4	-7	1	0.59
Clc1ccc(SCCCCn2cncn2)cc1	3%	-1.6	15	1.1	3	8	-1	0.9	-0.84
CCn1cc(C2Nc3ccccc3C(=O)N2O)c(C)n1 (stereo not drawn)	3%	-0.39	25	1.2	-8	9	24	0.8	-0.043
Cc1nnc(Sc2nc3c(c(=O)n(C)c(=O)n3C)n2Cc2ccc(Cl)cc2)s1	0%	/	-16	1.1	16	/	-3	/	/
CCCCC(=O)N=c1sc2cc(S(C)(=O)=O)ccc2n1C	4%	0.064	-10	1.1	0	7	16	0.9	0.15
CCCCN=C(N)/C(C(=O)OCC)=C(\O)c1ccc(OC)cc1	1%	-0.45	-9	1.1	10	-6	29	0.8	0.019
COc1ccc(CN2CC(C(=O)NCCCN3CCN(Cc4ccccc4)CC3)CC2=O)cc1 (stereo not drawn)	8%	-0.34	2	1.1	-6	3	22	0.9	0.32
CCS(=O)(=O)N1CCCC(C(=O)NCCCN(C)Cc2ccccc2)C1 (stereo not drawn)	5%	0.026	-14	1.1	-9	1	3	0.9	-0.87
CCOc1ccc(N=Cc2c(O)cc(C)oc2=O)cc1	2%	-3.4*	-4	1.1	-9	6	-10	0.9	-10*
CCOC(=O)c1cc2c(=O)n3ccccc3nc2n(Cc2ccccc2Cl)c1=N	1%[fluoresces]	-0.69	4	2.3*	16	/	9	0.9	0.86
CC(=O)Nc1ccc(S(=O)(=O)NC(CC(=O)O)c2ccc(OC(C)C)cc2)cc1 (stereo not drawn)	7%	-0.76	-8	1.1	-15	1	18	0.9	-0.014
Cc1ccc(NC(=O)CSc2nnc(-c3cnccn3)n2Cc2ccco2)cc1	9%	0.41	-2	0.99	0	5	11	0.9	-0.038
CC(NC(=O)NC1CCCCC1)C(c1cccs1)N1CCOCC1 (stereo not drawn)	3%	-0.019	-7	1.1	-12	3	4	1	0.032
N#Cc1cc2c(nc1SCC(O)CS(=O)(=O)Cc1ccccc1)CCCC2 (stereo not drawn)	7%	1.6	-23	1	17	2	-11	1	0.071
NS(=O)(=O)c1ccc(S(=O)(=O)NCCc2ccccc2)cc1	4%	0.059	0	1.1	-4	4	-11	1	-1.1
O=C1C2C3C=CC(C3)C2C(=O)N1CNc1ccc(O)cc1 (stereo not drawn)	5%	-0.3	-2	1.1	3	-9	16	0.8	-0.97
CCOc1ccc(-n2nnc3c(=O)n(CC(=O)c4ccccc4)cnc32)cc1	9%	-0.032	8	1.2	-10	4	-12	1.1	0.67
Cc1nn2c(N3CCCC3)cc(C(C)C)nc2c1-c1ccccc1	5%	0.19	-9	2.1*	-11	/	2	0.9	1.1
Cc1noc(C)c1COC(=O)c1cccnc1SCC(=O)Nc1ccc2c(c1)OCO2	7%	-1.6	3	1.1	11	3	-9	0.8	-6.2*
CCOC(=O)c1c(C)[nH]c(C)c1C(=O)Cn1nnc(-c2ccccc2C)n1	0%	-0.038	-16	1.1	63*	-2	-20	0.9	-1.7
COc1cc(-c2nc3cnccn3c2Nc2ccccc2)ccc1O	3%[fluoresces]	5.5*	13	2.1*	3	6	9	0.8	-1.7
COCCn1cc(C(=O)NCc2cccs2)c2c3ccccc3n(C)c2c1=O	15%	0.38	-12	3.5*	-7	8	-4	0.9	-0.12
CC1=C(C(=O)N(C)CCC#N)C2(CCCCC2)OC1=O	0%	0.37	2	1.1	-5	4	2	1	1.6
Cn1c(SCC(=O)c2ccc(F)cc2)nnc1-c1ccccc1N	3%	0.066	28	1.1	1	7	12	0.9	0.35
Cc1cc(OCCCCCNCCO)cc(C)c1Cl	0%	-1.7	18	1.1	5	8	18	0.9	-3.8*
Oc1ccc(Nc2nc(-c3ccc(O)cc3)cs2)cc1	2%	-1.3	-40	1.1	19	0	-9	0.9	0.21
COC(=O)c1ccc(C(=S)N2CCOCC2)cc1	4%	0.011	-4	1.1	-8	8	-4	1	1.3
Cc1ccc(NS(=O)(=O)c2ccc(NC(=O)c3ccc(Br)o3)cc2)c(C)c1	0%	-0.18	-8	1.1	18	9	7	0.9	1.3
COc1ccccc1NC(=O)Cc1noc(CSc2cc(C)c3ccccc3n2)n1	1%	-0.67	12	1	27	1	14	0.8	0.66
Cc1ccccc1Nc1nc(N)nc(CN2C(=O)NC3(CCCCC3C)C2=O)n1 (stereo not drawn)	2%	-0.95	2	1.1	-6	7	-16	1	1.3
O=C(OCc1nc2ccccc2s1)C1CCN(C2=NS(=O)(=O)c3ccccc32)CC1	7%	4.6*	53*	1.1	-2	9	26	0.9	-0.11
CCOC(=O)N1CCN(CC(=O)N2c3ccccc3CC2C)CC1 (stereo not drawn)	5%	3.3*	-20	1.1	-22	12	25	1	0.4
CCOC(=O)NC(=O)CSc1nnnn1-c1ccccc1	1%	-0.24	4	1.1	-12	7	3	1	0.6
Cn1c(=O)oc2cc(S(=O)(=O)NC(Cc3ccccc3)C(=O)N3CCCCC3)ccc21 (stereo not drawn)	1%	0.07	17	1.1	2	5	-6	0.9	0.2
COc1ccc(-c2nc(CSCC(=O)N3CCN(C(=O)c4ccco4)CC3)c(C)o2)cc1OC	4%	0.14	4	1	-9	4	-11	1	0.054
O=C1CCCN1CCC1CCN(C2CC(=O)N(c3ccc(Cl)cc3)C2=O)CC1 (stereo not drawn)	3%	0	4	1.1	3	7	-13	0.9	0.32
NS(=O)(=O)c1ccc(Nc2nc(-c3ccc(O)cc3)cs2)cc1	8%	0.57	11	1.1	29	5	6	0.9	0
CCOC(=O)c1ccc2c(c1)nc(COc1ccccc1C#N)n2CC	9%	-0.56	3	1.1	-13	4	-1	1	0.065
C=CCOc1ccc(/C(O)=C2/C(=O)C(=O)N(CCCN3CCOCC3)C2c2ccc(OC)cc2)cc1 (stereo not drawn)	1%	0.059	-13	1.1	0	/	-7	1	-0.55
CC(C)N(c1ccccc1)c1ccc(NC(=O)C2CCCO2)cc1 (stereo not drawn)	4%	0.22	-11	1.1	10	-6	-11	0.9	-0.56
Cc1cc(C)c2c(=O)[nH]n(C3CC(C)N(C)CC3C)c2n1 (stereo not drawn)	9%	1.3	-20	1.1	-42	10	-10	0.9	-0.78
COc1ccc(N2CCN(C(=O)CSc3ncccc3-c3nc4ccccc4[nH]3)CC2)cc1	3%	0.77	-9	1.8	8	1	-9	0.9	0.093
Cc1cc(C)nc(N2CCCC(C(=O)NCCC3=CCCCC3)C2)n1 (stereo not drawn)	9%	0.22	-1	1.4	-2	3	-2	0.9	0.45

Full records as entered above:
Entry for NS(=O)(=O)c1ccc(Nc2nc(-c3ccc(O)cc3)cs2)cc1 → NADH enzymes: 8%; M1 agonist: 0.57; SF1 activator: 11; Fluor 339 460: 1.1; tolC growth inh: 29; E coli RNAP: 5; RORA act: 6; TNAP act mid DEA: 0.9; M1 antagonist: 0
Entry for CCOC(=O)N1CCN(CC(=O)N2c3ccccc3CC2C)CC1 (stereo not drawn) → NADH enzymes: 5%; M1 agonist: 3.3*; SF1 activator: -20; Fluor 339 460: 1.1; tolC growth inh: -22; E coli RNAP: 12; RORA act: 25; TNAP act mid DEA: 1; M1 antagonist: 0.4
Entry for CC(C)N(c1ccccc1)c1ccc(NC(=O)C2CCCO2)cc1 (stereo not drawn) → NADH enzymes: 4%; M1 agonist: 0.22; SF1 activator: -11; Fluor 339 460: 1.1; tolC growth inh: 10; E coli RNAP: -6; RORA act: -11; TNAP act mid DEA: 0.9; M1 antagonist: -0.56

Following part
SMILES	NADH enzymes	M1 agonist	SF1 activator	Fluor 339 460	tolC growth inh	E coli RNAP	RORA act	TNAP act mid DEA	M1 antagonist
O=C(NC1=NCCS1)c1cccc(NC(=O)c2ccco2)c1	7%	0.38	5	1.1	3	5	16	0.9	0.22
Cc1ccc(CSc2nc3c(c(=O)[nH]2)CCC3)cc1	3%	2.3*	/	1.1	8	7	/	0.9	0.68
O=C(NCCN1CCc2ccccc2C1)C1CC(=O)N(C2CCCC2)C1 (stereo not drawn)	3%	-0.0039	-10	1.1	-11	5	-12	0.9	-1.1
CCc1cccc2c1NC(=O)[C@]21[C@@H]2C(=O)N(Cc3ccccc3)C(=O)[C@@H]2[C@@H]2CCCN21	6%	-0.47	12	1.1	-1	5	0	1	0.1
CCCC(CCC(=O)NC1CCCCC1)C(=O)O (stereo not drawn)	8%	-0.61	-6	1.1	-6	-2	-6	0.8	0.43
CCOC(=O)c1oc2cccc(OC(C)=O)c2c1C	2%	1.6	-13	1.1	26	1	0	0.9	-0.7
Cc1cc(C)n(CC2CC(=O)N(c3ccc(Cl)c(Cl)c3)C2=O)n1 (stereo not drawn)	1%	-0.5	1	1	2	12	-7	0.8	-2.6*
Cc1nc(NC2=NCN(Cc3cccnc3)CN2)nc2c(C)cccc12	5%	0.25	3	1.2	-18	-2	16	1	-0.021
O=C(Nc1ccc2oc(-c3ccccc3Cl)nc2c1)c1ncn[nH]1	6%[fluoresces]	-0.36	76*	2.1*	14	-4	62*	1.1	-0.98
COc1ccc(-c2cc(C(F)F)n3ncc(C(=O)NCCCN4CCCC4=O)c3n2)cc1	11%[fluoresces]	1.5	-18	2.2*	12	-19	-21	1	-1.6
Cc1cc(C)n(Cc2ccc(C(=O)O)o2)n1	5%	-0.71	1	1.1	5	3	6	0.9	0.024
CN(C)S(=O)(=O)c1ccc(C(=O)Nc2cccc(C(=O)O)c2)cc1	5%	0.0011	-14	1.1	7	2	-19	0.9	0.13
Cn1ncc(C#N)c1/N=C/N1CCOCC1	2%	2.3	-8	1.1	-6	4	6	1	0.025
O=C(O)CCN1/C(=C/C=Nc2ccccc2)Oc2ccccc21	9%	-1.4	6	1.2	-19	13	-20	0.9	-0.47
CC1CN(Cc2cc(=O)n3ccsc3n2)CC(C)O1 (stereo not drawn)	0%	-0.28	13	1.1	-11	7	-17	1	0.0028
Cc1ccc(CCNS(=O)(=O)c2cnc[nH]2)cc1	6%	1	13	1	-13	3	26	0.9	-0.2
CC(C)COc1ccc(C(=O)OCCN2CCOCC2)c(O)c1	2%	-0.88	0	1.1	10	8	-10	0.9	-0.76
O=C(CCCC(=O)OCC1CCCO1)OCC1CCCO1 (stereo not drawn)	3%	0.49	0	1.1	-31	-1	-6	1	-0.31
Cn1c(-c2ccccc2)cnc1SCC(=O)NCc1ccco1	6%	-0.15	22	1.1	3	9	-11	0.9	0.2
O=C(Cn1cnc2c(cnn2-c2ccccc2)c1=O)c1ccc(Cl)cc1	2%	-0.015	7	1.1	-11	6	1	0.9	0.73
